# MEKK3 PB1 HTS: MEKK3-MEK5 PB1 interaction, increase or decrease; Q99759; bead-based flow cytometry, Alexa488-MEK5 binding to MEKK3; actives lie on both sides; 0 = blocked by unlabeled MEK5, 100 = vehicle; binding response (% of control), % at 10 µM; 290,000 compounds, 1.4% hits;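 active means binding response more than 3 SD above or below the average of its plate-row segment, actives on both sides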;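 further: Alexa488 bead fluorescence after subtracting the streptavidin-only scavenger bead signal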
# Target sequence (Q99759 whole entry, looked up): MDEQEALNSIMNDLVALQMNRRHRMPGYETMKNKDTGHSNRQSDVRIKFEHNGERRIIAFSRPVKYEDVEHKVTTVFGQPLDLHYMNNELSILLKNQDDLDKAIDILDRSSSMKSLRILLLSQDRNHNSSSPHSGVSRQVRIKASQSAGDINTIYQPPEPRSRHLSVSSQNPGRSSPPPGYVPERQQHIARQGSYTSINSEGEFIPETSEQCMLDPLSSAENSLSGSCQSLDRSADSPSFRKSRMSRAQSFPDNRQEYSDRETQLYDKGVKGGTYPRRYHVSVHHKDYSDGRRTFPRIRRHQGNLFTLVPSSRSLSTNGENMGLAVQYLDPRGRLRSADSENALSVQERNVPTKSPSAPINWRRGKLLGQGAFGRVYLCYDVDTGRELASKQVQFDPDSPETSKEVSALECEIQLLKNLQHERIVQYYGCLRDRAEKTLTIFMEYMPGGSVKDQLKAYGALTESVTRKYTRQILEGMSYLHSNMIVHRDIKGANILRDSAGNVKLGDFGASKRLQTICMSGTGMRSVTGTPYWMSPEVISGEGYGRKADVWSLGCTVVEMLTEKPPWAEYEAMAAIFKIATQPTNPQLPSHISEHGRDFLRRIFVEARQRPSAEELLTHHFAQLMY
# VIM-2 inh: blocks Pseudomonas aeruginosa VIM-2 metallo-beta-lactamase; purified VIM-2, nitrocefin hydrolysis, epi-absorbance fluorescence; inhibition, % at 5.6 µM; 290,000 compounds, 0.89% hits;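 active means inhibition above the mean of all tested compounds plus 3 SD, cutoff set per screening run, cut at about 7.5% in these data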;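 further: red hydrolysis product quenches plate fluorescence so inhibitors raise well fluorescence; 0% = enzyme with DMSO and 100% = DMSO without enzyme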
# NS3 helicase inh: inhibitors of Hepatitis C virus NS3 helicase; NS3 helicase DNA unwinding, Cy5 molecular beacon fluorescence; inhibition, % at 10.9 µM; 290,000 compounds, 0.56% hits;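 active means inhibition above the mean of all tested compounds plus 3 SD, set per campaign, cut at about 35% in these data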;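 further: 0% = DMSO wells and 100% = thioflavine S control wells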
#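 Assay system – hepatitis C virus NS3 helicase domain fragment enzyme · Buffer or medium – MOPS pH 6.5, MgCl2, DTT, Tween20, BSA · Reagent – Cy5/quencher beacon DNA duplex and ATP to start · Compound – single 10.9 µM dose · Timing – 1 h at 25 °C · Technique – Cy5 beacon fluorescence read at start and 1 h · Measure – % inhibition of unwinding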
# IMP-1 inhibitor: blocks Pseudomonas aeruginosa IMP-1 metallo-beta-lactamase | purified IMP-1, nitrocefin hydrolysis, epi-absorbance fluorescence | inhibition, % at 5.6 µM | 290,000 compounds, 0.45% hits | AID 1556;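 active means inhibition above the mean plus 3 SD of all compounds in the same screening run, cut at about 4.5% in these data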;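 further: 0% = IMP-1 with DMSO and 100% = DMSO wells lacking enzyme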
#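 System: Purified IMP-1 | Read-out basis: Percent enzyme inhibition | Controls: IMP-1 with DMSO as 0%, enzyme-free DMSO as 100% | Replicates: One well per compound | Doses: 5.6 µM nominal single concentration | Detection: Epi-absorbance fluorescence, 480 nm excitation, 530 nm emission | Incubation: 25 °C, 15 min preincubation, 25 min reaction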
# IDE cell activ: boosts human insulin-degrading enzyme activity in HEK cells; P14735; FAbeta-B cleavage, fluorescence polarization; 0% vehicle, 100% cell-free pure enzyme wells; activation, % at 5.96 µM; 340,000 compounds, 0.073% hits; AID 493087;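 active means activation above the mean of all tested compounds plus 3 SD, set per screening campaign, cut at about 17% in these data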
# p-CIP stab down: p/CIP protein destabilization; decrease of EGFP signal, % at 10 µM; F442A p/CIP-EGFP cells, EGFP fluorescence, 16 h; Q05BA5; 290,000 compounds, 0.01% hits; AID 1984;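 active means EGFP signal decrease of at least 30% at 10 µM or well 3 SD below plate mean, unless failing retest; inactive means the rest, including hits failing retest or dose response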; further: some compounds called inactive have numbers as strong as hits; many of its hits are not listed in these tables
# PHOSPHO1 block: PHOSPHO1 (human) inhibition; Q8TCT1; recombinant PHOSPHO1, absorbance phosphatase assay; inhibition, % at 13.3 µM; 290,000 compounds, 1.1% hits; in the data active means inhibition above about 60%
# UBC9 SUMO inh: inhibitors of human SUMOylation (UBC9). P63279. HTRF SUMOylation assay, SAE1/SAE2 + UBC9, in vitro. inhibition, % at 35 µM. 290,000 compounds, 0.36% hits. AID 2006; in the data active means inhibition above about 50%, passing the limit was not always enough; further: strong numbers were not always called active
# Target sequence (P63279 whole entry, looked up): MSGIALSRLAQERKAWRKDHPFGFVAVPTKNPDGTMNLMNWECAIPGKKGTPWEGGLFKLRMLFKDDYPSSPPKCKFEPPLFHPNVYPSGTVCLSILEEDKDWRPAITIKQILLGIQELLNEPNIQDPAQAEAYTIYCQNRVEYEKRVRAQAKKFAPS
# FID counter: fluorescent intercalator displacement, NS3 helicase counter-screen | inhibition, % at 7.9 µM | DNA fluorescent intercalator displacement, fluorescence | 290,000 compounds, 0.17% hits; in the data active means inhibition above about 37%;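 further: 0% = vehicle and 100% = reference compound; higher means more ethidium bromide displaced from hairpin DNA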
# * = called active by the depositor; . = not tested or not shown; & = joins results of further samples; [ ] = dose if it differs, or a comment. The list is partial (hit frequency here may not be typical).
SMILES,MEKK3 PB1 HTS,VIM-2 inh,NS3 helicase inh,IMP-1 inhibitor,IDE cell activ,p-CIP stab down,PHOSPHO1 block,UBC9 SUMO inh,FID counter
Oc1ccc2nc(Cc3ccccc3)[nH]c2c1,99,-5.2,4,-1.1,1,1,15,2,-1
O=C(NCCCN1CCOCC1)c1ccc2c(=O)n(-c3ccc(F)c(Cl)c3)c(=S)[nH]c2c1,103,-3.0,-45,-3.2,2,0,-2,-11,12
N=c1c2c(ncn1CCN1CCOCC1)Oc1ccc3ccccc3c1C2c1ccccc1 (stereo not given),106,-0.4,-23,-0.5,-2,-10,20,-4,-2
O=C(CN(c1ccccc1)S(=O)(=O)c1ccccc1)N1CCN(Cc2ccc3c(c2)OCO3)CC1,106,-1.3,-16,-5.4,3,-4,10,-13,-8
COC(=O)Nc1nn(-c2ccc(C)cc2)c(=O)c(C#N)c1C,92,-1.6,11,-2.3,-1,9,32,14,-4
CC1(C)CC(=O)C(C(c2ccco2)C2C(=O)CC(C)(C)CC2=O)C(=O)C1,102,-2.0,7,-1.5,-2,-8,0,14,-14
CCn1c(SCc2cc(=O)[nH]c3ccccc23)nnc1C1CC1,97,-0.3,5,-3.9,-1,0,-12,-28,-10
OCC1(CO)COC(/C=C/c2ccccc2)=N1,102,-1.5,5,-2.9,-1,-8,9,1,-3
COC(=O)c1ccc(NC(=O)CSc2nnc(CNc3ccc(OC)cc3)n2C)cc1,106,0.4,0,-1.8,7,13,22,14,-8
O=C(NCC1COc2ccccc2O1)C1CCCN(S(=O)(=O)c2cnc[nH]2)C1 (stereo not given),103,-1.7,4,-2.7,-1,4,0,1,-4
C1=CC2CCC1ON2c1ccccc1 (stereo not given),95,-1.5,8,-1.6,0,10,14,5,-9
COc1ccc(CN(C)Cc2nc(Cc3ccccc3Cl)no2)cc1OC,100,-1.3,4,-2.3,5,-8,23,9,-31

# Some of the entries so far, as tab-separated lines:
mol	MEKK3 PB1 HTS	VIM-2 inh	NS3 helicase inh	IMP-1 inhibitor	IDE cell activ	p-CIP stab down	PHOSPHO1 block	UBC9 SUMO inh	FID counter
Oc1ccc2nc(Cc3ccccc3)[nH]c2c1	99	-5.2	4	-1.1	1	1	15	2	-1
O=C(NCCCN1CCOCC1)c1ccc2c(=O)n(-c3ccc(F)c(Cl)c3)c(=S)[nH]c2c1	103	-3.0	-45	-3.2	2	0	-2	-11	12
N=c1c2c(ncn1CCN1CCOCC1)Oc1ccc3ccccc3c1C2c1ccccc1 (stereo not given)	106	-0.4	-23	-0.5	-2	-10	20	-4	-2
O=C(CN(c1ccccc1)S(=O)(=O)c1ccccc1)N1CCN(Cc2ccc3c(c2)OCO3)CC1	106	-1.3	-16	-5.4	3	-4	10	-13	-8
COC(=O)Nc1nn(-c2ccc(C)cc2)c(=O)c(C#N)c1C	92	-1.6	11	-2.3	-1	9	32	14	-4
CC1(C)CC(=O)C(C(c2ccco2)C2C(=O)CC(C)(C)CC2=O)C(=O)C1	102	-2.0	7	-1.5	-2	-8	0	14	-14
CCn1c(SCc2cc(=O)[nH]c3ccccc23)nnc1C1CC1	97	-0.3	5	-3.9	-1	0	-12	-28	-10
OCC1(CO)COC(/C=C/c2ccccc2)=N1	102	-1.5	5	-2.9	-1	-8	9	1	-3
COC(=O)c1ccc(NC(=O)CSc2nnc(CNc3ccc(OC)cc3)n2C)cc1	106	0.4	0	-1.8	7	13	22	14	-8
O=C(NCC1COc2ccccc2O1)C1CCCN(S(=O)(=O)c2cnc[nH]2)C1 (stereo not given)	103	-1.7	4	-2.7	-1	4	0	1	-4
C1=CC2CCC1ON2c1ccccc1 (stereo not given)	95	-1.5	8	-1.6	0	10	14	5	-9

# More compounds.
SMILES,MEKK3 PB1 HTS,VIM-2 inh,NS3 helicase inh,IMP-1 inhibitor,IDE cell activ,p-CIP stab down,PHOSPHO1 block,UBC9 SUMO inh,FID counter
CC(C)NC(=O)/C(=C/c1ccco1)c1ccccc1,108,0.1,12,-0.8,5,-2,10,15,-14
CNC(=O)Nc1cccc2cccnc12,90,-2.5,14,-2.1,2,-12,43,16,2
CCn1c(C)nc2cc(C(=O)NNS(=O)(=O)c3ccc(C)c(C)c3)ccc21,97,-3.5,-2,-0.3,4,-2,16,11,-21
Cc1ccc(C(O)(COC(=O)C(C)C)COC(=O)C(C)C)c(O)c1,97,-3.4,3,-2.8,1,-5,48,-1,-22
O=C(CNC(=O)N1CC(=O)Nc2ccccc21)NCc1ccccc1Cl,99,-1.8,-3,0.1,3,0,24,16,-12
Cc1ccc(S(=O)(=O)Nc2ccccc2C(=O)Nc2nc(-c3ccc(F)cc3)cs2)cc1,100,-0.5,-5,-4.2,3,26,-10,38,-26
O=c1ccc2ccc(Oc3ccc(Cl)cc3[N+](=O)[O-])cc2o1,102,-2.7,5,-2.1,-1,-2,-1,-2,0
COc1cc(NC(=O)Cc2ccccc2)c(C(=O)O)cc1OC,101,-1.3,2,1.1,0,-4,14,21,-5
CS(=O)(=O)N(Cc1ccccc1)c1ccccc1C(=O)Nc1ccccc1C(=O)NCc1ccco1,98,-2.1,-5,-2.0,-1,-16,15,1,-33
COc1cc(S(=O)(=O)NCc2ccncc2)c(OC)cc1Br,102,-3.5,2,-3.9,3,-3,31,1,-3
CCCN1C(=O)COc2ccc(-c3n[nH]c(=O)c4ccccc34)cc21,104,-2.9,13,-1.8,1,1,-42,20,-7
CCOC(=O)C(Cc1cc(C(C)=O)ccc1OC(C)C)C(=O)OCC,94,-0.8,0,-0.6,5,-3,-6,15,-29
Cc1ccc(S(=O)(=O)NCCC(=O)Nc2ccc(C)c(Cl)c2)cc1C,101,-3.4,-9,-3.1,2,-14,6,12,-19
COC(=O)CSc1nnc(-c2ccccc2OC)n1-c1ccc(C)cc1,103,-2.7,1,-0.1,4,-1,38,24,-29
COC(=O)C1C(=O)N2CCCSC2=C(C#N)C1c1cccs1 (stereo not given),55*[inhibitor],-3.0,8,1.2,1,-19,6,4,-5
COc1ccc(/C(C)=N/OC/C(O)=C(\C#N)c2nc3ccccc3[nH]2)cc1OC,105,-3.4,6,-3.1,0,-23,42,45,-5
O=C(CSc1nc2ccccc2o1)Nc1nccs1,105,-0.8,5,-3.6,-8,10,38,-4,1
Cc1ccc(NC(=O)CN(C)C(=O)C2CC(=O)N(Cc3ccccc3)C2)cc1 (stereo not given),101,-2.2,2,-2.8,3,-3,23,2,-20
O=C1c2cccnc2C(Nc2ccccc2Br)N1Cc1ccco1 (stereo not given),97,-1.9,19,-1.2,-5,-2,3,8,-10
CCSC1=NC2(CCCCC2)Nc2sc3c(c21)CCCC3,3.0*[inhibitor],-0.2,6,1.5,-2,5,95*,3,-2
Cc1ccc2c(CSc3nnnn3C)cc(=O)oc2c1,102,-0.8,8,-2.4,-3,-5,44,18,-1
O=c1[nH]n(CC2COC3(CCCCC3)O2)c(=O)c2ccccc12 (stereo not given),99,0.6,8,-2.7,-10,-4,23,13,-19
COc1ccc(C2C3=C(N=C4SCC(=O)N42)c2ccccc2CC3)cc1OC (stereo not given),102,-2.0,2,5.9*,-7,-8,4,19,-10
O=C(O)C1CCCN(S(=O)(=O)c2ccc(Cl)s2)C1 (stereo not given),113,-1.1,6,-0.6,3,-6,14,-1,0
CC(C)(C)NC[C@H](O)COc1nsnc1N1CCOCC1,118,-3.0,2,-3.4,3&2&-2,6,6,-13,-2
COC(=O)CCC(=O)OC1(C)C(=O)C=C2C=C(C3CC3)N(CCc3c[nH]c4ccccc34)C=C2C1=O (stereo not given),0.0*[inhibitor],.,.,.,2,2,13,21,.
COc1ccc(OC)c(C2C(C(=O)Nc3ccccc3OC)=C(C)Nc3nc(CCCO)nn32)c1 (stereo not given),99,-0.5,1,-1.1,2,-9,-11,15,-19
COc1ccc(OC)c(NC(=O)CSc2nncc3ccccc23)c1,98,0.5,-2,-0.8,1,-11,4,-10,-32
CCOc1ccc(NS(=O)(=O)c2ccc(NC(=O)[C@@H]3CCCC[C@@H]3C(=O)O)cc2)cc1,95,-0.5,8,-2.8,-5,-8,28,-1,-29
Fc1cc(F)c2nc(Nc3nc4c(F)cccc4s3)sc2c1,101,-2.3,10,-2.6,5,-1,-9,17,-3
C=CCOc1cccc(C2C(C(=O)c3ccc(C)o3)=C(O)C(=O)N2CCCn2ccnc2)c1 (stereo not given),102,-2.3,-4,-1.6,2,-12,20,12,-11
COc1cc(NC(=S)Nc2ccc(Br)cc2Cl)c(OC)cc1Cl,104,-4.3,2,-1.0,-1,-3,1,-5,6
On1c(-c2ccccc2Cl)nc2ncccc21,101,-1.5,5,-0.1,0,5,40,-1,-2
CC1Cc2ccccc2N1C(=O)CCS(=O)(=O)c1cccs1 (stereo not given),102,0.6,6,-3.7,2,-22,-12,7,-20
CCCCNC(=O)c1ccc(N2CCC3(CC2)OCCO3)c([N+](=O)[O-])c1,102,-1.9,0,-3.2,-1,3,0,5,-14
CC(C)C[C@H](NC(=O)Nc1ccc(Oc2ccccc2)cc1)C(=O)O,99,-1.4,13,-3.3,-9,-8,-1,4,-32
O=C1NCC(COCC2CC=CCC2)O1 (stereo not given),113,-1.7,-5,-3.0,6,-7,4,-4,-4
COc1cccc(NC(=O)CSCc2cc(=O)n3nc(C4CC4)sc3n2)c1,100,0.6,-8,-2.5,5,-7,28,20,-6
CCn1c(=O)c(=O)[nH]c2cc(C(=O)NCC3CCCCC3)ccc21,99,-3.4,4,-3.2,-2,-10,-2,17,-19
CC(C)S(=O)(=O)C/C(N)=N/OS(=O)(=O)c1ccc(Cl)cc1,121,-1.5,0,-0.6,-1,1,12,9,-3
COC(=O)c1c(N)sc(C(=O)N2CCOCC2)c1C,106,-0.8,1,-0.3,6,-12,-17,11,1
Cc1ccc(-c2nc(C)sc2CC(=O)NCc2ccco2)cc1,103,2.2,17,0.5,4,-16,-4,20,-7
Cc1cc(C)nc(SCc2nnc(SCC(=O)Nc3c(C)cccc3C)o2)n1,109,-4.0,-2,-2.9,8,-7,-10,0,-24
CCN1CCCc2cc(CN(CCN3CCOCC3)C(=S)Nc3ccccc3OC)ccc21,77,1.6,-14,-2.4,2,-9,34,-8,8
CC(=O)Nc1ccc(S(=O)(=O)N2CCN3CCCC3C2)cc1 (stereo not given),103,-3.0,-3,-3.4,-5,-12,.,5,1

# Screening data from PubChem BioAssay.
